CHX counter = Cycloheximide Counterscreen for Small Molecule Inhibitors of Shiga Toxin. cell reporter, cycloheximide protein synthesis inhibition counterscreen. 300,000 tested, 12% active. max response, %. AID 2314, 2010; in the data active = max response mostly above about 13%, no sharp cut-off; inactive = mostly below about 14%; note: read at 38.3 µM for the half of the compounds with a filed dose; 0% is about no effect
FBPA Giardia inh = qHTS Assay for Inhibitors of Fructose-1,6-bisphosphate Aldolase from Giardia Lamblia. Potency, µM (series often up to 59.6 µM), inactives show top-dose activity, negative = inhibition, actives largely listed as inhibitors. AID 2451, 2010. purified Giardia FBPA. 290,000 tested, 0.71% active; note: potency is the fitted concentration of half-maximal effect; % is set by controls: 0 for no effect and ±100 for the full control effect; nearly all actives have a fitted effect of over 55% in size
Target sequence (A8B2U2 whole entry, looked up): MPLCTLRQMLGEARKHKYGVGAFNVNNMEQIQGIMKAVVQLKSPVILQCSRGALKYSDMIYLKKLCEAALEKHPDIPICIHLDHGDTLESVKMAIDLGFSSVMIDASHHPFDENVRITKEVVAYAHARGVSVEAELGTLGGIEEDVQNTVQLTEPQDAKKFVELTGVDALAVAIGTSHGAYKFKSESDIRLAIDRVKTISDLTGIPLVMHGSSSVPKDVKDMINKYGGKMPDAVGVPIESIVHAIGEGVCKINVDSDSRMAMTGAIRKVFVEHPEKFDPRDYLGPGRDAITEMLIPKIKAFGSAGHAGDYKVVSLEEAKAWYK
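Giardia FBPA (40 nM reagent) was preincubated 10 min at RT with compound (up to 57.5 uM final), then substrate plus GAPDH/TPI/NAD/arsenate coupling system with diaphorase/resazurin was added; resorufin fluorescence (525/598 nm) was read after 20 min.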
Shiga inhibitor = A qHTS for Small Molecule Inhibitors of Shiga Toxin; Vero cells, Shiga toxin protein synthesis inhibition reporter; inhibition, % at 38.7 µM; 290,000 tested, 9.2% active; AID 2315, 2010; in the data active = inhibition mostly above about 28%, no sharp cut-off; inactive = mostly below about 43%; note: 0% is about no effect
AmpC no deterg = qHTS Inhibitors of AmpC Beta-Lactamase (assay without detergent) | AmpC nitrocefin hydrolysis, absorbance 480 nm, 0.0001% Triton | Potency, µM (top dose mostly 57.1 µM), without a hit: at the top dose activity change, negative = inhibition, hits mostly inhibitors | 330,000 tested, 0.52% active | AID 485341, 2010;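 note: potency is the fitted concentration of half-maximal effect; plate controls were no compound for no effect and no enzyme for full effect; nearly all actives have a fitted effect of over 20% in size; some results filed as inactive show a strong effect at the top dose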
Target sequence (P00811 whole entry, looked up): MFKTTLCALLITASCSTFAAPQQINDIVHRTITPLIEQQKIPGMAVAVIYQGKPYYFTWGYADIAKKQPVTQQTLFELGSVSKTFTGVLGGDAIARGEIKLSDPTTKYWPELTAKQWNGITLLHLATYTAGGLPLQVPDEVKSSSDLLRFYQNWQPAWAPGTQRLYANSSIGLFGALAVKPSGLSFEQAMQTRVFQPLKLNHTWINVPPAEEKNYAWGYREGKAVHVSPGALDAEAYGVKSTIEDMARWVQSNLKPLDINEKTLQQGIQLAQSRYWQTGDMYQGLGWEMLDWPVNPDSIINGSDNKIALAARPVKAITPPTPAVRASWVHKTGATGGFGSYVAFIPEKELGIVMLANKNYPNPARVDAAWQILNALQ
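AmpC (5.3 nM in the dispensed reagent) in 20 mM phosphate pH 7.0 with 0.01% (detergent screen) or 0.0001% Triton X-100 was preincubated with compounds for 15 min at room temperature. Nitrocefin was then added from an 800 uM solution, and hydrolysis was followed at 480 nm.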
AmpC detergent = qHTS Inhibitors of AmpC Beta-Lactamase (assay with detergent). P00811. AmpC hydrolysis of nitrocefin, absorbance 480 nm, 0.01% Triton. Potency, µM (series often up to 114 µM), inactives show at the top dose activity change, negative = inhibition, usual class: inhibitors. 370,000 tested, 0.041% active. AID 485294, 2010;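 note: potency is the fitted concentration of half-maximal effect; 0% = no-compound wells and -100% = no-enzyme wells; nearly all actives have a fitted effect of over 25% in size; some results filed as inactive show a strong effect at the top dose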
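20 mM phosphate pH 7.0 + 0.01% (detergent screen) or 0.0001% Triton X-100; 5.3 nM AmpC reagent; cpd preinc 15 min RT; nitrocefin (800 uM stock) to start; A480 q20 s × 4 min; Activity was normalised to no-enzyme and no-compound control wells.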
HCMV antiviral = qHTS Assay for inhibitors of the human cytomegalovirus (HCMV); HFF cells, HCMV-luciferase reporter, 72 h; hits give low values; activity change, negative = inhibition, % at 57.5 µM; 410,000 tested, 4.5% active; AID 1259415, 2018; in the data active = activity change below about -60%; inconclusive = no clear call, values can overlap the other calls; inactive = above about -39%; note: % is set by controls: 0 for no effect and ±100 for the full control effect
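Cell-based, HFFs, 1000 cells/well, 16 h 37C; cpds in DMSO + HCMV-luc, MOI 1 PFU/cell; 72 h 37C; OneGlo luminescence after 5 min RT; norm. to buffer vs Salinomycin 10uM.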
AMA1 RON2 block = qHTS for Inhibitors of AMA1-RON; Towards Development of Antimalarial Drug Lead: Primary Screen | Plasmodium falciparum AMA1 (3D7) - RON2 peptide interaction | AlphaScreen AMA1-biotinylated RON2 peptide binding | Potency, µM (doses to about 58.2 µM), for inactives: top-dose activity change, negative = inhibition, most hits filed as inhibitors | 360,000 tested, 0.2% active;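 note: potency is the fitted concentration of half-maximal effect; 0% = vehicle wells and -100% = peptide control; nearly all actives have a fitted effect of over 45% in size; some results filed as inactive show a strong effect at the top dose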
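AMA1 (3D7) with his tag at 25 nM final met compounds first, then biotinylated RON2 peptide at 25 nM; detection used donor plus acceptor beads, 10 µg/mL apiece, read by AlphaScreen after 30 min at room temperature.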
* = called active by the depositor; ? = inconclusive; . = not tested or not shown; [ ] = another dose, or the depositor's remark. Unless noted, calls come from the whole dose curve; as a rule, active = well fitted curve in the direction sought with a large enough effect; inconclusive = small, poorly fitted or top-dose-only effect, or another doubt; inactive = no such curve, though single readings can be large; an effect the other way counts as inactive or inconclusive. An unsorted share of the library; about 16% have a hit in one of these screens.

SMILES	CHX counter	FBPA Giardia inh	Shiga inhibitor	AmpC no deterg	AmpC detergent	HCMV antiviral	AMA1 RON2 block
O=C(N/N=C/c1ccco1)c1cnccn1	-1	1%	9	-4%	-9%	68	12%
Cc1ccc(C)c2c(SC(C)C(=O)NCc3ccco3)nc(-c3ccccc3)nc12 (stereo not given)	3	12%	-19	-18%	-9%	6	-5%
COC(=O)C1CCCN1C(C(=O)NC1CCCCC1)c1ccc(Cl)cc1 (stereo not given)	-3	-2%	-11	1%	-11%	?	14%
O=C(O)c1sccc1Oc1ccc(NS(=O)(=O)c2cccc(F)c2)cc1	5	-4%	-12	-9%	-14%	-22	10%
CC1CCN(c2ccc3nnc(CCC(=O)NCCCOC(C)C)n3n2)CC1	-2	-3%	19	18%	3%	0	-9%
N/C(=N\c1nc2c(c(=O)[nH]1)CCC2)Nc1ccccc1	-3	-8%	-5	-18%	?	-12	-16%
NS(=O)(=O)c1cccnc1Nc1ccc(Cl)c(Cl)c1	10	-9%	6	-19%	?	?	-2%
Cc1ccc(C)c(NC(=O)CCC(=O)N/N=C2/CC(=O)CC(C)(C)C2)c1	-3	-3%	-4	-9%	-4%	-24	65%[activator]
COC(=O)c1cc(S(=O)(=O)NCCc2ccc(SC)cc2)c[nH]1	5	4%	-4	-23%	-11%	0	-4%
Cc1cc(=O)oc2cc(OCC(=O)N3CCCC(C)C3)ccc12 (stereo not given)	2	6%	-3	-12%	-12%	15	-1%
COc1ccc(C(=O)CCS(=O)(=O)c2ccc(C)cc2)cc1OC	-3	1%	-11	1%	4%	4	-4%
C[N+]1(CC(=O)OCCCc2ccccc2)CCOCC1	-2	.	-3	-9%	-9%	?	13%
CC(=O)c1cccc(NC(=O)N2CCC(C(=O)c3ccc(F)cc3)CC2)c1	1	1%	-3	14%	7%	?	-1%
COc1ccc(-c2nnnn2-c2ccccc2OC)cc1	-2	-2%	18	-23%	2%	13	8%
O=C(COc1ccc(-c2nnco2)cc1)NC1CCS(=O)(=O)C1 (stereo not given)	.	.	.	-19%	.	0	-11%
CCc1ccc(NC(=O)c2ccc(Cn3cc([N+](=O)[O-])cn3)cc2)cc1	26*	3%	52	-18%	6%	-26	-7%
CCN1CCN(C(=O)CCc2nnc3ccc(N4CCC5(CC4)OCCO5)nn23)CC1	1	1%	4	-5%	-11%	0	-3%
O=C(O)c1cccc(NC(=O)c2cccc(S(=O)(=O)N3CCc4ccccc43)c2)c1	-2	-5%	17	-27%	-3%	-3	-2%
Cc1ccc(N=Cc2c(O)n(-c3nccs3)c(=O)c3ccccc23)cc1	2	-2%	7	-13%	-6%	-3	-12%
COc1cc(O)c(C(=O)c2ccccc2)cc1S(=O)(=O)O	3	6%	10	.	.	1	.
Cc1cccc2cc(C#N)c(NCCNS(=O)(=O)c3ccc4c(c3)OCCO4)nc12	-5	-9%	-7	-1%	-14%	13	47%[activator]
CCCCNC(=O)Nc1cnn(CC)c1C(N)=O	-1	2%	-8	-20%	2%	25	2%
C/C(=N\NC(=O)c1nnn(-c2nonc2N)c1CN1CCc2ccccc21)c1ccccc1O	9	16%	1	28%	3%	-98*	36%
O=c1oc2ccccc2c(NCCc2ccccc2)c1[N+](=O)[O-]	-2	2%	-16	-18%	-10%	-23	-5%
Cc1cnc(C(=O)OCC(=O)Nc2ccc(Cl)cc2)cn1	-2	-1%	2	-15%	-1%	86	4%
SMILES	CHX counter	FBPA Giardia inh	Shiga inhibitor	AmpC no deterg	AmpC detergent	HCMV antiviral	AMA1 RON2 block
c1cc2ccc3ccc(CN4CCOCC4)c4ccc(c1)c2c34	12	-11%	22	99%[activator]	-3%	12	-4%
O=S(=O)(c1ccccc1)N1CCCC1c1cccs1 (stereo not given)	1	-5%	4	-12%	8%	-4	8%
O=C(COc1coc(CN2CCN(c3ccccc3F)CC2)cc1=O)NCC1CCCO1 (stereo not given)	.	.	.	-17%	-2%	-3	11%
Cc1cccc(OCC(=O)N/N=C/c2sc(=O)n(Cc3cccc(C(=O)O)c3)c2Cl)c1	-2	16%	-7	-35%	-4%	13	-17%
O=C(O)CCCC(=O)N1CCN(c2nc(-c3ccccc3Cl)c3cc(Br)ccc3n2)CC1	1	4%	-7	-4%	-4%	-2	-4%
CN1C(=O)C(C2c3ccccc3C(=O)N2Cc2ccccc2)C(=O)N(C)C1=O (stereo not given)	5	27%	-18	-25%	2%	9	-8%
Cn1c(=O)oc2cc(S(=O)(=O)Nc3cccc(C(=O)O)c3)ccc21	-5	25%	-10	-33%	4%	-7	-5%
COC(=O)N/N=C\c1cc(Br)ccc1OCc1ccccc1	20	-14%	-3	-16%	0%	-12	16%
Cn1c(-c2ccc(C(C)(C)C)cc2)n[nH]c1=S	36*	3%	59*	-10%	-3%	39	125%[activator]
CC(C)c1ccc(N2CCN(C(=O)c3ccccc3NC(=O)/C=C(\C(=O)O)c3ccccc3)CC2)cc1	25	-12%	-44	4%	-2%	.	.
Cn1ncc(Br)c1C(=O)NC(=S)N1CCN(c2ccccn2)CC1	-1	-21%	-5	-13%	-3%	19	37%[activator]
Cc1ccc(C)c(N(C(=O)Cn2nnc(-c3cccs3)n2)C(C(=O)NC2CC2)c2ccc(C)o2)c1 (stereo not given)	-2	0%	3	-5%	?	-21	17%
CCOC(=O)CSc1ccc(-c2nc3cc(C)c(C)cc3[nH]2)cn1	55*	-19%	61*	-39%	-7%	41	10%
CC1=C(C(=O)OC2CCCCC2)C(c2ccco2)n2ncnc2N1 (stereo not given)	-8	5%	-18	2%	?	-25	-12%
C/C(CC(=O)NCCc1ccccc1)=N\NC(=O)COc1ccc(Br)cc1	-6	.	-9	42%	-3%	4	47%[activator]
C=CCNc1nc(N)c(C(=C(C#N)C#N)c2ccccc2)s1	1	-19%	-13	-34%	?	-1	19%
Cc1cc(OCc2nc(-c3ccncc3)no2)cc(C)c1Cl	-2	0%	-30	-16%	-2%	-6	2%
O=C(CN1C(=O)c2ccccc2C1=O)NCc1ccc(F)cc1	7	7%	19	-10%	-1%	-3	7%
CN(C)c1nc(Oc2ccc(/C=N/O)cc2)nc(N(C)C)n1	-3	1%	-20	-1%	?	25	-1%
COc1cc(C(=O)NCC(c2cccnc2)N2CCN(c3ccccc3)CC2)cc(OC)c1OC (stereo not given)	-1	15%	-6	77%[activator]	?	42	-9%
CCc1ccc(NC(=O)C2=CC(c3ccc(OC)c(OC)c3)=NS(=O)(=O)N2C)cc1	-2	-5%	8	103%[activator]	-13%	?	-2%
CC1=N/C(=C\c2ccc(OC(C)C)cc2)C(=O)N1c1ccc(C(=O)O)cc1	-5	-4%	20	-9%	-4%	3	-1%
O=C(COc1ccc(S(=O)(=O)NC2CCCCC2)cc1)NC1CC1	1	.	-16	1%	1%	13	0%
CCN(CC(=O)Nc1ccc(NC(C)=O)cc1)C(=O)CCCOc1ccc(C(C)(C)C)cc1	.	.	.	222%[activator]	-9%	-28	-8%
O=c1[nH]c(/C(=N\O)c2ccccc2)no1	-3	15%	18	-15%	1%	-16	33%[activator]

Shown as labelled records: part of the list above.
canonical_smiles: Cn1ncc(Br)c1C(=O)NC(=S)N1CCN(c2ccccn2)CC1
  CHX counter = -1; FBPA Giardia inh = -21%; Shiga inhibitor = -5; AmpC no deterg = -13%; AmpC detergent = -3%; HCMV antiviral = 19; AMA1 RON2 block = 37%[activator]

canonical_smiles: Cc1ccc(C)c(N(C(=O)Cn2nnc(-c3cccs3)n2)C(C(=O)NC2CC2)c2ccc(C)o2)c1 (stereo not given)
  CHX counter = -2; FBPA Giardia inh = 0%; Shiga inhibitor = 3; AmpC no deterg = -5%; AmpC detergent = ?; HCMV antiviral = -21; AMA1 RON2 block = 17%

canonical_smiles: CCOC(=O)CSc1ccc(-c2nc3cc(C)c(C)cc3[nH]2)cn1
  CHX counter = 55*; FBPA Giardia inh = -19%; Shiga inhibitor = 61*; AmpC no deterg = -39%; AmpC detergent = -7%; HCMV antiviral = 41; AMA1 RON2 block = 10%

Next section.
SMILES	CHX counter	FBPA Giardia inh	Shiga inhibitor	AmpC no deterg	AmpC detergent	HCMV antiviral	AMA1 RON2 block
COc1ccc2[nH]cc(C(=O)NCCc3ccccc3)c(=O)c2c1	20	3%	28*	-10%	?	4	-2%
COc1ccccc1N1CCN(C2CCCN(C(=O)c3oc(C)cc3C)C2)CC1 (stereo not given)	-1	.	-7	73%[activator]	2%	5	?
CCc1c(O)nc(SC2CC(=O)N(c3ccc(F)c(Cl)c3)C2=O)[nH]c1=O (stereo not given)	-2	3.2µM*	-6	-32%	-12%	-25	18%
COc1ccc(S(=O)(=O)Nc2ccc3c(c2)OCO3)cc1	8	-5%	11	-29%	0%	-10	-1%
COc1ccc(-c2nn(C)c(=O)c3ccccc23)cc1NC(=O)Cn1nc(-c2ccccc2)c2ccccc2c1=O	0	-4%	-14	69%[activator]	-8%	2	-6%
Cn1ncc([N+](=O)[O-])c1C(=O)Nc1ccc(-c2nc3ccccc3[nH]2)cc1	42*	1%	48*	-13%	-13%	-28	-2%
O=[N+]([O-])c1nn(-c2ccc(Cl)cc2)n(O)c1=NCc1ccccc1	36*	-9%	61	-16%	-6%	0	-6%
COc1cccc(C(=O)N(CN2CCCC2=O)c2cc(C)on2)c1	7	-1%	-8	1%	-13%	?	27%
N#Cc1ccc(CSc2nnc(NC(=O)C3CC(=O)N(c4ccc5c(c4)OCCO5)C3)s2)cc1 (stereo not given)	11*	10%	-2	-16%	-9%	.	-9%
CCOC(=O)N/N=C\c1cccc(OC)c1OC/C=C/c1ccccc1	16	-9%	34*	-15%	-11%	.	1%
CCCCCN1CC(=O)N2[C@@H](Cc3c([nH]c4ccccc34)C2(C)C)C1=O	-4	-2%	-13	14%	-3%	-11	12%
COc1cccc(CNC(=S)NC2CC2)c1	-2	-2%	-10	-10%	2%	-6	2%
Cc1ccn2c(=O)c(C(=O)NCCCN3CCCCC3C)c(O)nc2c1 (stereo not given)	-3	.	13	-22%	?	16	-5%
CCc1cccc(OCCCCN(CC)CC)c1	-3	-29%	11	-7%	-5%	19	-15%
COc1ccc(S[C@@H](CCN2CC[C@H](NC(=O)OCc3ccccc3)CCC2=O)c2ccccc2)cc1	.	.	.	88%[activator]	.	-29	-25%
CN(C)S(=O)(=O)Oc1cccc(C(=O)Nc2ccccc2Cl)c1	41*	-10%	93*	-13%	-10%	9	4%
O=C(c1nn2c(C(F)(F)F)cc(-c3ccccc3)nc2c1Cl)N1CCN2CCCC2C1 (stereo not given)	-1	11%	-16	131%[activator]	-6%	-61*	-4%
COc1cc2nc(N(CCN(C)C)C(=O)c3ccc(S(=O)(=O)N(C)CC4CCCO4)cc3)sc2cc1OC (stereo not given)	-2	-27%	-6	17%	?	-4	7%
